mut p53 react: re-activators of the mutant p53 pathway. activation, % at 9.98 µM. SW480 PUMA-promoter luciferase, p53 mutant reactivation. 1.5% of 28,000 active. AID 624151; in the data active = activation above about 52%
STK33 inh: inhibitors of human STK33 kinase | AID 2322 | inhibition, % at 12.5 µM | 0.44% of 27,000 active | Q9BYT3 | ADP-Glo luminescence, MBP substrate; in the data active = inhibition above about 20%
Target sequence (Q9BYT3 whole entry, looked up): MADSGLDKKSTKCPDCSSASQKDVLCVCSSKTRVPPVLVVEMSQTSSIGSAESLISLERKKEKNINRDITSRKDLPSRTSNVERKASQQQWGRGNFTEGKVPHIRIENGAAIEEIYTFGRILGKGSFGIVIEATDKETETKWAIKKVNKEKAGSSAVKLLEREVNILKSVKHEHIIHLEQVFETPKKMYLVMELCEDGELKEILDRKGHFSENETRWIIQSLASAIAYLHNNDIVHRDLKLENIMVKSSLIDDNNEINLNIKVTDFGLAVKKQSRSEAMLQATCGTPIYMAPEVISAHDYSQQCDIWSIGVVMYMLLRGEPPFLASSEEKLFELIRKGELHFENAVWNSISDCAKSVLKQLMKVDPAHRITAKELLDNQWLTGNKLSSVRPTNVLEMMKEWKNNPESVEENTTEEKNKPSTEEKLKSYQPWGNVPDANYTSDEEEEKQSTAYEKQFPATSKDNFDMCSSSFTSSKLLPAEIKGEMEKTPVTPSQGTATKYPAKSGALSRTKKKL
* marks the source's active call; other numbers are inactive results; · = not tested or not shown. These rows are one share of the data; rates above refer to the full screens.

SMILES	mut p53 react	STK33 inh
C[C@@H]1CN([C@H](C)CO)C(=O)c2cc(NS(=O)(=O)c3cccs3)ccc2O[C@@H](C)CCCCO[C@H]1CN(C)S(=O)(=O)c1cccs1	-34	·
CCCCc1c(C)nc2ccc(OC)cc2c1SCC(=O)O	-1	-2
O=c1c2c(-c3ccccc3)csc2nc2n1CCC2	·	0
C[C@@H]1CCCCO[C@@H](CN(C)Cc2ccc(C(=O)O)cc2)[C@H](C)CN([C@@H](C)CO)C(=O)c2cc(NC(=O)C3CCCCC3)ccc2O1	-1	·
C[C@@H]1O[C@@H](O[C@H]2[C@@H]3C=CO[C@@H](O[C@@H]4O[C@H](CO)[C@@H](O)[C@H](O)[C@H]4O)[C@@H]3[C@@]3(CO)O[C@@H]23)[C@H](OC(=O)/C=C/c2ccc(O)cc2)[C@H](O)[C@H]1O	-64	-2
CC(C)C#Cc1ccc2c(c1)O[C@H](CN(C)C(=O)c1ccccn1)[C@@H](C)CN([C@@H](C)CO)S2(=O)=O	1	·
C[C@@H]1CN([C@H](C)CO)C(=O)Cc2cc(NC(=O)Cc3cn(C)c4ccccc34)ccc2O[C@H]1CN(C)C(=O)Nc1ccc(C(F)(F)F)cc1	·	2
CCCNC(=O)N(C)C[C@@H]1Oc2ncc(-c3ccccc3F)cc2C(=O)N([C@@H](C)CO)C[C@H]1C	16	·
C[C@H](CO)N1C[C@H](C)[C@H](CN(C)C(=O)Nc2ccccc2)Oc2ccc(NC(=O)CCC(F)(F)F)cc2C1=O	3	·
Cc1noc(C)c1S(=O)(=O)Nc1ccc2c(c1)CC(=O)N([C@H](C)CO)C[C@@H](C)[C@@H](CN(C)S(=O)(=O)c1ccc(Cl)cc1)O2	·	-4
C[C@H](CO)N1C[C@H](C)[C@@H](CN(C)CC2CC2)Oc2ccc(NS(C)(=O)=O)cc2CC1=O	1	·
CC(C)NC(=O)Nc1ccc2c(c1)CC(=O)N([C@@H](C)CO)C[C@H](C)[C@H](CN(C)C(=O)Nc1ccc(C(F)(F)F)cc1)O2	·	-1
CS(=O)(=O)N(CC(=O)Nc1ccc(Cl)c(C(F)(F)F)c1)c1cccc([N+](=O)[O-])c1	-7	2
C[C@H](CO)N1C[C@H](C)[C@@H](CN(C)C(=O)Nc2ccccc2)Oc2ccc(N(C)C)cc2C1=O	3	·
Cc1cc(Cl)c(S(=O)(=O)N2CCSCC2)cc1OCC(N)=O	-13	-7

6 entries from above, bar-delimited:
compound | mut p53 react | STK33 inh
C[C@@H]1CN([C@H](C)CO)C(=O)c2cc(NS(=O)(=O)c3cccs3)ccc2O[C@@H](C)CCCCO[C@H]1CN(C)S(=O)(=O)c1cccs1 | -34 | ·
CCCCc1c(C)nc2ccc(OC)cc2c1SCC(=O)O | -1 | -2
O=c1c2c(-c3ccccc3)csc2nc2n1CCC2 | · | 0
C[C@@H]1CCCCO[C@@H](CN(C)Cc2ccc(C(=O)O)cc2)[C@H](C)CN([C@@H](C)CO)C(=O)c2cc(NC(=O)C3CCCCC3)ccc2O1 | -1 | ·
C[C@@H]1O[C@@H](O[C@H]2[C@@H]3C=CO[C@@H](O[C@@H]4O[C@H](CO)[C@@H](O)[C@H](O)[C@H]4O)[C@@H]3[C@@]3(CO)O[C@@H]23)[C@H](OC(=O)/C=C/c2ccc(O)cc2)[C@H](O)[C@H]1O | -64 | -2
CC(C)C#Cc1ccc2c(c1)O[C@H](CN(C)C(=O)c1ccccn1)[C@@H](C)CN([C@@H](C)CO)S2(=O)=O | 1 | ·

Later entries.
SMILES	mut p53 react	STK33 inh
C[C@H]1CN([C@@H](C)CO)C(=O)c2cccc(NS(C)(=O)=O)c2O[C@H]1CN(C)S(=O)(=O)c1cccs1	-3	·
CCOC(=O)CSc1nc(-c2ccccc2)c2cc(Cl)ccc2n1	6	0
O=C(Nc1ccccc1)c1ccc(NCc2cccnc2)c([N+](=O)[O-])c1	41	4
Cc1noc(C)c1NC(=O)Nc1ccc2c(c1)C(=O)N([C@H](C)CO)C[C@H](C)[C@H](CN(C)S(=O)(=O)c1ccccc1)O2	·	0
C[C@H](CO)N1C[C@H](C)[C@@H](CN(C)C(=O)NC2CCCCC2)Oc2ccc(NC(=O)C3CCCCC3)cc2C1=O	-3	0
CCOC(=O)N(C)C[C@H]1OCc2cn(nn2)CCCC(=O)N([C@@H](C)CO)C[C@H]1C	·	-4
COc1ccc(NC(=O)c2cccs2)cc1OC	·	1
CC(C)c1ccc(NC(=O)CNS(=O)(=O)c2ccccc2)cc1	11	-1
COC(=O)c1cc(C)nc(Sc2ccccc2NC(=O)Nc2ccc(Cl)cc2)n1	·	0
O=S(=O)(N[C@@H]1CCN(Cc2ccc(OCCO)cc2)C1)c1ccc(Cl)c(Cl)c1	·	-1
Nc1cc(N)nc(SCC(=O)N2CCN(c3ccc(Cl)cc3)CC2)n1	11	-6
Cc1ccc(NC(=O)CSc2nnc(-c3ccco3)n2-c2ccccc2)cc1Cl	0	1
C[C@H](CO)N1C[C@H](C)[C@H](CN(C)Cc2ccc(-c3ccccc3)cc2)Oc2ccc(NC(=O)Nc3ccccc3)cc2C1=O	·	9
CCCC#Cc1ccc2c(c1)O[C@@H](CN(C)S(=O)(=O)c1cccc(OC)c1)[C@@H](C)CN([C@H](C)CO)S2(=O)=O	-3	·
CCC(C)c1cnc(Cc2ccccc2)c(=O)[nH]1 (centres undefined)	-5	0
C[C@H](CO)N1C[C@H](C)[C@@H](CN(C)S(=O)(=O)c2cn(C)cn2)Oc2ccc(NC(=O)C3CC3)cc2C1=O	0	·
COC(=O)c1ccc(NC(=O)CN(C)S(=O)(=O)c2cc(Cl)ccc2Cl)cc1	8	-4
O=C(CC1(O)C(=O)N(Cc2cccc3ccccc23)c2ccccc21)c1ccccc1[N+](=O)[O-] (centres undefined)	-5	3
C[C@H](CO)N1C[C@H](C)[C@H](CN(C)C(=O)Nc2ccc(C(F)(F)F)cc2)Oc2ccc(NC(=O)Nc3ccccc3)cc2CC1=O	-1	4
O=C1CC2CS(=O)(=O)CC2N1c1ccc(Oc2ccccc2)cc1 (centres undefined)	5	·
C[C@@H]1CN([C@H](C)CO)C(=O)c2cc(NS(=O)(=O)c3ccc(Cl)cc3)ccc2O[C@H]1CN(C)Cc1ccc2c(c1)OCO2	·	-1
O=S(=O)(c1ccccc1)c1nc(-c2ccco2)oc1NCc1cccnc1	-4	6
O=C(Nc1ccc2c(c1)[C@@H]1C[C@H](CC(=O)N3CCc4ccccc4C3)O[C@@H](CO)[C@@H]1O2)NC1CCCC1	-11	·
CNC[C@H]1OCCCC[C@H](C)Oc2ccc(NC(=O)NC(C)C)cc2C(=O)N([C@@H](C)CO)C[C@@H]1C	7	·
COc1cccc(-c2cnc3c(c2)C(=O)N([C@H](C)CO)C[C@H](C)[C@H](CN(C)C(=O)NC2CCCCC2)O3)c1	·	-1
Cc1ccc(S(=O)(=O)N(C)C[C@H]2Oc3cc(-c4cccc(F)c4)ccc3S(=O)(=O)N([C@H](C)CO)C[C@H]2C)cc1	-39	·
C[C@H](CO)N1C[C@H](C)[C@@H](CN(C)Cc2ccc3cccnc3c2)OCc2cnnn2CCCC1=O	·	-1
CC(=O)c1ccc(NC(=O)CSc2nc(C)cc(C)c2C#N)cc1	140*	-2
C[C@H](CO)N1C[C@H](C)[C@H](CN(C)CC2CC2)Oc2ccc(NC(=O)Cc3ccccc3)cc2CC1=O	6	-1
COCC(=O)N(C)C[C@@H]1Oc2ncc(-c3ccc(C#N)cc3)cc2C(=O)N([C@@H](C)CO)C[C@@H]1C	19	·
CC(C)C#Cc1ccc2c(c1)O[C@@H](CN(C)Cc1cncnc1)[C@@H](C)CN([C@H](C)CO)S2(=O)=O	-12	·
CC(C)NC(=O)N(C)C[C@@H]1OCCCC[C@H](C)Oc2ccc(NC(=O)c3ccncc3)cc2C(=O)N([C@@H](C)CO)C[C@H]1C	6	·
O=C(Cc1ccc(O)cc1)OC1[C@@H](O)[C@@H](O)C(OC(=O)Cc2ccc(O)cc2)[C@H](O)[C@@H]1O (some centres undefined)	-9	2
N#CC1=C(N)Oc2n[nH]c(-c3ccccc3)c2C1c1ccoc1 (centres undefined)	·	-2
Cc1cc(C)nc(SC(C)C(=O)Nc2ccc(Cl)c(Cl)c2)n1 (centres undefined)	11	-3
Cc1c(NC(=O)Cn2nc(C(F)(F)F)c3c2CCCC3)c(=O)n(-c2ccccc2)n1C	-1	-1
COc1cccc(N(CC(=O)Nc2c(C)n(C)n(-c3ccccc3)c2=O)S(C)(=O)=O)c1	1	0
C[C@H]1CN([C@@H](C)CO)C(=O)Cc2cc(NC(=O)Nc3ccc4c(c3)OCO4)ccc2O[C@H]1CN(C)CC1CC1	-3	1
CC(C)NC(=O)N(C)C[C@H]1Oc2ccc(N(C)C)cc2C(=O)N([C@@H](C)CO)C[C@H]1C	·	1
CNC[C@@H]1Oc2c(NC(=O)C3CCCCC3)cccc2C(=O)N([C@@H](C)CO)C[C@H]1C	7	·
C[C@@H]1CN([C@@H](C)CO)S(=O)(=O)c2ccc(C3=CCCC3)cc2O[C@@H]1CN(C)Cc1cccc(C(=O)O)c1	3	·
C[C@@H]1CN([C@H](C)CO)C(=O)Cc2cc(NC(=O)c3ccncc3)ccc2O[C@H]1CN(C)S(=O)(=O)c1ccccc1	1	3
COc1ccc(NC(=O)N(C)C[C@H]2OCc3cnnn3CCCC(=O)N([C@@H](C)CO)C[C@H]2C)c(OC)c1	·	-2
Cc1cc(C)c(NC(=O)CSc2nnc(-c3ccc(F)cc3)n2C)c(C)c1	-4	-2
C[C@H]1CN([C@@H](C)CO)C(=O)Cc2cc(NC(=O)CCN3CCOCC3)ccc2O[C@H]1CN(C)CC1CC1	·	-3
Cc1noc(C)c1NC(=O)Nc1ccc2c(c1)C(=O)N([C@H](C)CO)C[C@@H](C)[C@H](CN(C)Cc1ccc(C(F)(F)F)cc1)O2	·	-1
Nc1cc(N)nc(SCc2n[nH]c(=S)n2-c2ccccc2)n1	-7	7
C[C@H]1CN([C@@H](C)CO)C(=O)c2cccc(NC(=O)Nc3ccc(C(F)(F)F)cc3)c2O[C@H]1CN(C)S(C)(=O)=O	·	-2
COC(OC)C1Nc2ccccc2C(=O)N1c1cccc(C(F)(F)F)c1 (centres undefined)	1	·
Cc1c(Cl)cccc1NC(=O)CN(C)S(=O)(=O)c1ccc2ccccc2c1	16	1
CC1CCc2c(sc3ncnc(NCCc4nc5ccccc5[nH]4)c23)C1 (centres undefined)	-9	3
C[C@@H]1CN([C@@H](C)CO)C(=O)c2cc(NC(=O)C3CC3)ccc2O[C@@H]1CN(C)S(=O)(=O)c1ccc(Cl)cc1	·	0
CCCNC(=O)N(C)C[C@H]1Oc2cc(C#C[C@H](C)O)ccc2S(=O)(=O)N([C@H](C)CO)C[C@@H]1C	7	·
CNC[C@@H]1OCCCC[C@@H](C)Oc2ccc(NC(=O)Nc3cccc4ccccc34)cc2C(=O)N([C@@H](C)CO)C[C@H]1C	9	·
COc1ccc(S(=O)(=O)N(C)C[C@H]2Oc3ccc(N(C)C)cc3C(=O)N([C@@H](C)CO)C[C@H]2C)cc1	·	2
C[C@H](CO)N1C[C@H](C)[C@@H](CN(C)Cc2ccc(Cl)c(Cl)c2)Oc2ccc(NC(=O)NC3CCCCC3)cc2C1=O	·	-1
COc1ccc(NC(=O)Nc2cccc3c2O[C@@H](CN(C)Cc2ccc(C(=O)O)cc2)[C@H](C)CN([C@@H](C)CO)C3=O)cc1	15	·
COc1c(O)cc(-c2oc3cc(O)cc(O)c3c(=O)c2O[C@@H]2O[C@@H](C)[C@H](O)[C@@H](O)[C@H]2O)cc1O	5	·
C[C@H]1CN([C@@H](C)CO)C(=O)CCCn2cc(nn2)CO[C@H]1CN(C)Cc1cccnc1	·	-2
O=C(CSc1nnc(C23CC4CC(CC(C4)C2)C3)o1)Nc1ccc(N2CCOCC2)c(Cl)c1	14	-4

The list goes on:
SMILES	mut p53 react	STK33 inh
C[C@@H]1CN([C@@H](C)CO)C(=O)c2cc(-c3ccccc3F)cnc2O[C@H]1CN(C)C(=O)c1cnccn1	-6	·
C[C@H](CO)N1C[C@H](C)[C@@H](CN(C)C(=O)Nc2ccc(F)cc2)Oc2ccc(NC(=O)C3CC3)cc2C1=O	3	·
COC(=O)C(C)N(C#N)c1nc(C)cc(C)n1 (centres undefined)	-3	-2
CCOc1ccc(NC(=O)C2CC(=O)n3c(nc4ccccc43)N2)cc1 (centres undefined)	-3	4
C[C@H]1CN([C@@H](C)CO)C(=O)Cc2cc(NS(=O)(=O)c3cn(C)cn3)ccc2O[C@H]1CN(C)S(=O)(=O)c1ccccc1	·	0
Cc1noc(C)c1S(=O)(=O)Nc1ccc2c(c1)C(=O)N([C@@H](C)CO)C[C@H](C)[C@H](CN(C)C(=O)c1ccncc1)OCCCC[C@@H](C)O2	0	·
Cc1noc(C)c1NC(=O)N(C)C[C@H]1Oc2ccc(NC(=O)NC3CCCCC3)cc2C(=O)N([C@@H](C)CO)C[C@@H]1C	-3	·
COc1cccc(CNc2nc3nc(C)c(Cc4ccccc4)c(=O)n3[nH]2)c1	4	0
C[C@H]1CN([C@@H](C)CO)C(=O)c2cc(-c3ccc(F)cc3)cnc2O[C@H]1CN(C)C(=O)CN(C)C	2	·
Cc1noc(C)c1NC(=O)N(C)C[C@H]1Oc2ccc(NC(=O)Cc3cn(C)c4ccccc34)cc2CC(=O)N([C@@H](C)CO)C[C@@H]1C	1	2
CCC(=O)N(C)C[C@@H]1Oc2ncc(C#CCC(C)C)cc2C(=O)N([C@H](C)CO)C[C@H]1C	13	·
CCOC(=O)CSc1nc2ccc(Br)cc2c(=O)n1-c1ccccc1OC	-5	-2

Record cards, as listed above.
`C[C@H]1CN([C@@H](C)CO)C(=O)c2cc(-c3ccc(F)cc3)cnc2O[C@H]1CN(C)C(=O)CN(C)C` across the screens: mut p53 react = 2; STK33 inh = ·
`CCC(=O)N(C)C[C@@H]1Oc2ncc(C#CCC(C)C)cc2C(=O)N([C@H](C)CO)C[C@H]1C` across the screens: mut p53 react = 13; STK33 inh = ·
